# Source: PubChem BioAssay (National Center for Advancing Translational Sciences (NCATS))
# BRCA1 expr up: activators of BRCA1 expression | 1.1% of 380,000 active | AID 624202 | Potency, µM (titrated, usually from 46.1 µM), inactives show top-dose activation, actives largely listed as activators | MCF7-BRCA1-FFLuc reporter, luminescence, 48 h; response scale: scaled: vehicle 0%, 10 µM genistein 100%; active means well fitted activation curve with a large enough effect; further: nearly all actives have a fitted effect of over 80% in size; some results filed as inactive show a strong effect at the top dose
#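 Luminescence from a BRCA1-driven firefly luciferase in MCF7 cells was the read-out, taken 15 min after substrate addition following 48 h compound exposure at 37 °C. Data were normalized to a 10 microM genistein control and DMSO vehicle.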
# * = called active by the depositor. Potency means the concentration at half of the fitted maximal effect. Only part of the results is shown, so the mix of outcomes need not match the whole.
SMILES,BRCA1 expr up
CCCCN(C)CCNC(=O)c1ccc(Cn2c(=O)[nH]c3cc(OC)c(OC)cc3c2=O)cc1,0%
Cc1cccc(-n2c(=O)c3ccccc3n(Cc3ccc(F)cc3)c2=O)c1,-32%
C=C1C2=C(C(=O)N1OC)[C@@H](O)[C@@](C)(O)[C@@H](CCCCC)O2,0%
COc1ccccc1-c1cc2c(c3c1ccn3C)C1CCC2C1 (configuration not stated),-4%
O=C(CC[C@H]1O[C@@H](n2ccc(=O)[nH]c2=O)[C@H](O)[C@@H]1O)N1CCN(Cc2cccc3ccccc23)CC1,0%
CC(C)C[C@H]1CNC(=O)C(=O)N1C[C@@H]1CCCN1C[C@H](Cc1ccccc1)N1C[C@H](CC(C)C)N(CC2CCCCCC2)C(=O)C1=O,11%
COc1ccc(S(=O)(=O)NCCc2sc(C)nc2C)cc1,6%
CSc1ccc(C2c3c(oc4ccccc4c3=O)C(=O)N2CCCN2CCOCC2)cc1 (configuration not stated),3%
Cc1ccc(-c2noc(-c3cccnc3N(C)Cc3ccc(Cl)cc3)n2)cc1,0%
CC1(C)C=Cc2c(ccc(C(=O)/C=C/c3ccccc3)c2O)O1,37%
CCOC(=O)C1CCCN(C(=O)c2oc3ccccc3c2C)CC1 (configuration not stated),6%
CC1(C(=O)Nc2ccc3c(c2)OCO3)CCN1C(=O)Cc1cccs1 (configuration not stated),-6%
N#Cc1ccc(S(=O)(=O)N2CCCCC2c2cc(C(=O)NCc3cccnc3)no2)cc1 (configuration not stated),-12%
Cc1ccccc1-c1csc(C(C)(O)c2ccccc2)n1 (configuration not stated),29%
CCOc1ccc(NC(=O)c2ccc3c(c2)nnn3C2CCCC2)cc1,0%
Cc1cc(C)cc(Cn2c3ccc(NC(=O)NCc4ccccc4)cc3c(=O)n2C)c1,8%
COc1ccc(NC(=O)c2cc(-c3cc(Cl)ccc3C)n[nH]2)c(OC)c1,-4%
FC(F)C(F)(F)Oc1cccc(Nc2nccn3c(-c4cccc5ccccc45)cnc23)c1,-38%
COc1ccccc1-c1cc(NC(C)=O)c2ncc(-c3ccc(S(C)(=O)=O)cc3)n2c1,-15%
CC(C)CCN(Cc1ccco1)C(=O)c1cc2c(s1)-c1ccccc1OC2,-5%
CCCNC(=O)C1(C)CCCN(C(=O)c2cccc(C(F)(F)F)c2)C1 (configuration not stated),16%
COc1ccc(Cc2c(-c3ccco3)nc3ccc(Cl)cn23)c(C)c1,10%
COc1cc2cc(C#N)c(SCC(=O)OC(C)C)nc2cc1OC,24%
Cc1oc(-c2ccccc2Cl)nc1CS(=O)(=O)CC(=O)NCc1ccc(F)cc1,-29%
COc1ccc(-c2noc(CCC(=O)Nc3cccc(C)c3C)n2)cc1OC,-33%
CCOc1ccc(CCNC(=O)Cn2nnc(-c3ccccc3Cl)n2)cc1OCC,-3%
COC(=O)c1ccc(Cn2c(C)c(C(=O)Nc3cccc(Oc4ccccc4)c3)sc2=O)o1,-17%
CC(C)N(Cc1nc(-c2ccc(Cl)cc2)no1)C(=O)c1ccco1,-5%
Cc1ccc2sc(N3CCN(C(=O)CCS(=O)(=O)c4ccc(Cl)cc4)CC3)nc2c1C,0%
CCn1cc(C(=O)NCCc2ccc(C)cc2)c(=O)c2cc(S(=O)(=O)N3CCC(C)CC3)ccc21,0%
O=C(Cn1c(=O)n(-c2ccccc2)c(=O)c2ccc(C(=O)NCc3ccc4c(c3)OCO4)cc21)Nc1ccc(F)c(Cl)c1,8%
Cc1cc(SCC(=O)NCc2ccccc2Cl)nc(=O)[nH]1,19%
COCCCNC(=O)[C@@H](Cc1ccccc1)NC(=O)CC[C@H]1O[C@@H](n2ccc(=O)[nH]c2=O)[C@H](O)[C@@H]1O,0%
COc1cc2c(NC3CCN(C)CC3)nc(N3CCCN(C)CC3)nc2cc1OCCOCCN(C)C,13%
Cc1ccccc1NC(=O)Nc1nc(C(N)Cc2ccccc2)cs1 (configuration not stated),-23%
COC(=O)c1ccc(Cn2c(C)c(C(=O)NCc3ccco3)sc2=O)o1,3%
COc1ccc(C(=O)N2CCN(C(=O)COc3ccccc3)CC2)cc1OC,-4%
N#Cc1cccc(NC(=O)c2cc(C3CCCCN3C(=O)c3ccccn3)on2)c1 (configuration not stated),5%
CCOC(=O)C1CCN(c2c(C(=O)c3ccc(OC)cc3)cnc3ccccc23)CC1,-15%
O=C1NC[C@H](CCCCN2C[C@H](Cc3ccc(O)cc3)N(CCc3ccccc3)C(=O)C2=O)N(Cc2ccccc2)C1=O,11%
COc1cccc(C(=O)Nc2ccc3nc(SCCOc4ccccc4)sc3c2)c1,7%
CCN(CC)c1cc(C)c2cc(NC(=O)c3cccc(OC)c3OC)ccc2n1,-9%
CC(C)Cc1ccc(CN2C(C(C)C)C(=O)N(Cc3cn(CCC4OCCO4)nn3)CCS2(=O)=O)cc1 (configuration not stated),-13%
O=S1(=O)CC(N2CC=CC2)CN1C1CCCCC1 (configuration not stated),19%
CCOC(=O)c1c(C)oc2ccc(N(C(=O)c3ccncc3)S(=O)(=O)c3ccc(F)cc3)cc12,-42%
CCOc1ccc(CNC(=O)CS(=O)(=O)c2cccc3nsnc23)cc1,15%
CC(C)C[C@H]1COc2cc(N(C)CCO)ccc2S(=O)(=O)N1,0%
Cc1ccc(-c2cc(NC=O)c3ncc(-c4cccc(C(=O)N(C)C)c4)n3c2)cc1,-53%
CC1(C(=O)NS(=O)(=O)c2ccc(C#N)cc2)CCN1C(=O)C1(c2ccccc2)CC1 (configuration not stated),19%
CCOC(=O)c1c(C)[nH]c(C)c1S(=O)(=O)N(C)CC(=O)Nc1cccc(C(F)(F)F)c1,-26%

# 2 records picked at random from those above, as already listed:
SMILES,BRCA1 expr up
CCOC(=O)c1c(C)[nH]c(C)c1S(=O)(=O)N(C)CC(=O)Nc1cccc(C(F)(F)F)c1,-26%
CC(C)C[C@H]1COc2cc(N(C)CCO)ccc2S(=O)(=O)N1,0%

# New compounds follow
SMILES,BRCA1 expr up
Cc1c(Cl)cccc1NC(=O)CSc1nc(=O)n(Cc2ccncc2)c2c1CCC2,6%
Cc1cc(C)cc(C(=O)N(Cc2nc(-c3ccc(Cl)cc3)no2)C(C)C)c1,4%
CC(C)CC(NC(=O)C1CCC(C)CC1)C(=O)OCC(=O)c1ccc(Cl)cc1 (configuration not stated),2%
COc1ccc(NC(=O)c2cc(S(=O)(=O)N3CCCCCC3)cn2C)c(OC)c1,1%
COc1ccc(-c2csc(C(C)(O)c3cccc(OC)c3)n2)cc1 (configuration not stated),-19%
COc1ccc2c(c1)c(=O)c(S(=O)(=O)c1ccc(C)cc1)cn2Cc1ccccc1C,-26%
O=C(c1cccc(Cl)c1)N1CCC(=O)N([C@H](COCc2cccc(Cl)c2)Cc2ccccc2)CC1,0%
CCCCCCCCN1C(=O)[C@H](CC(=O)N2CCN(C(=O)OCC)CC2)C[C@@]2(C(=O)OCC)CCCC=C12,-8%
CC(=O)NC(C)(c1ccccc1)c1nc(-c2cc(F)cc(F)c2)cs1 (configuration not stated),-13%
COc1cc(CNC(=O)c2cc(-c3cc(F)ccc3OCC3CCCO3)n[nH]2)cc(OC)c1 (configuration not stated),-3%

# Part of the list above, with tabs.
molecule	BRCA1 expr up
Cc1cc(C)cc(C(=O)N(Cc2nc(-c3ccc(Cl)cc3)no2)C(C)C)c1	4%
CC(C)CC(NC(=O)C1CCC(C)CC1)C(=O)OCC(=O)c1ccc(Cl)cc1 (configuration not stated)	2%
COc1ccc(NC(=O)c2cc(S(=O)(=O)N3CCCCCC3)cn2C)c(OC)c1	1%

# (listing goes on)
SMILES,BRCA1 expr up
COc1ccc(NC(=O)C2(C)Cc3c(-c4ccc(N(C)C)cc4)ccnc3O2)cn1 (configuration not stated),-6%
CCOC(=O)c1ccc(NC(=O)CCc2c(C)nc3c(c(C)nn3C(C)(C)C)c2C)cc1,-14%
CCOc1ccc(NC(=O)CN2C(=O)COc3ccc(S(=O)(=O)Nc4ccccc4)cc32)cc1,-5%
CCC1CCCCN1C(=O)CCS(=O)(=O)c1cc2c(cc1C)NC(=O)CO2 (configuration not stated),-1%
O=C(Nc1nnc([C@H]2C[C@H](O)[C@@H](CO)O2)s1)Nc1ccccc1F,92%
CC1(C(=O)Nc2ccccc2)Cc2c(-c3cccc(C(N)=O)c3)ccnc2O1 (configuration not stated),-3%
COc1ccccc1CNC(=O)CN(C)c1nn2c(=O)cc(C)nc2s1,-5%
Cc1nc2ncnn2c(C)c1CCC(=O)NCc1ccc(Cl)cc1,3%
COc1ccccc1-c1ccc2c(c1)C(C)(Cc1ccc(Cl)cc1)C(=O)N2 (configuration not stated),0%
O=C1NC[C@@H](CCCCN2C[C@H](Cc3ccccc3)N(CCC3CCCCC3)C(=O)C2=O)N(Cc2ccccc2)C1=O,-4%

# Rewritten tab-delimited: entries from further up.
mol	BRCA1 expr up
COc1ccccc1-c1ccc2c(c1)C(C)(Cc1ccc(Cl)cc1)C(=O)N2 (configuration not stated)	0%
O=C1NC[C@@H](CCCCN2C[C@H](Cc3ccccc3)N(CCC3CCCCC3)C(=O)C2=O)N(Cc2ccccc2)C1=O	-4%

# Carrying on.
SMILES,BRCA1 expr up
Nc1nonc1C(=O)NCCNCc1ccccc1F,3%
Cc1ccc(Cc2c(C3CCCCC3)nc3ccc(Cl)cn23)cc1,7%
COC(=O)[C@@]1(Sc2ccc(C)cc2)CC(=O)N(c2ccc3c(ccn3C)c2)[C@@H]1c1ccccc1,-36%
COc1ccc(NC(=O)Cn2c(SCc3c(F)cccc3Cl)nc3ccncc32)cc1OC,22%
Cc1ccccc1-c1nc(NC(C)C)nc2ccsc12,1%
COc1ccc(-c2nc3cc(C)c(Br)c(C)n3c2Cc2ccsc2)cc1OC,-29%
CCN(CC)c1ccc(-c2nc(-c3ccccc3C)no2)cc1[N+](=O)[O-],44%
CC1(C(=O)NS(=O)(=O)c2ccccc2)CCN1C(=O)Cc1cccc2ccccc12 (configuration not stated),15%
CCOC(=O)[C@]12CCCC=C1N(Cc1ccc(Cl)cc1Cl)C(=O)[C@H](CC(=O)NCc1cccs1)C2,-65%
CCOC(=O)c1sc2ncn(CC(=O)Nc3ccc(OC)c(Cl)c3)c(=O)c2c1C,7%
COc1ccccc1-c1ccc2c(c1)C(C)(Cc1ccccc1C#N)C(=O)N2 (configuration not stated),-6%
CN(C)CCN1CCN(C2CN(Cc3ccccc3)S(=O)(=O)C2)CC1 (configuration not stated),4%
CCCNC(=O)C1(C)CCCN(C(=O)C2(c3ccc(Cl)cc3)CCCC2)C1 (configuration not stated),1%
CC(C)C(C=Cc1ccccc1)=NNS(=O)(=O)c1ccccc1,-11%
O=C1Nc2ccccc2N(C(=O)c2c(F)cccc2F)C1c1nc2ccccc2[nH]1 (configuration not stated),92%
COc1ccc(CNC(=O)c2ccc3c(c2)N(Cc2cc(C)ccc2C)C(=O)CS3)cc1,8%
CC1CCC(NC(=O)c2cc3c(Cl)nc4ccccc4c3s2)CC1 (configuration not stated),-4%
Cc1ccc(NC(=O)CSc2nc3ccccc3nc2Cc2ccccc2)c(Cl)c1,6%
O=C(CC[C@H]1O[C@@H](n2cnc3c(NC(=O)c4ccccc4)ncnc32)[C@H](O)[C@@H]1O)NCC1CCN(Cc2ccccc2)CC1,18%
CCN(C(=O)c1cn(CC)c(=O)c2cc(OC)c(OC)cc12)c1ccc(C)c(C)c1,3%

# The list goes on (7 carried over from the part before).
SMILES,BRCA1 expr up
CC(C)C(C=Cc1ccccc1)=NNS(=O)(=O)c1ccccc1,-11%
O=C1Nc2ccccc2N(C(=O)c2c(F)cccc2F)C1c1nc2ccccc2[nH]1 (configuration not stated),92%
COc1ccc(CNC(=O)c2ccc3c(c2)N(Cc2cc(C)ccc2C)C(=O)CS3)cc1,8%
CC1CCC(NC(=O)c2cc3c(Cl)nc4ccccc4c3s2)CC1 (configuration not stated),-4%
Cc1ccc(NC(=O)CSc2nc3ccccc3nc2Cc2ccccc2)c(Cl)c1,6%
O=C(CC[C@H]1O[C@@H](n2cnc3c(NC(=O)c4ccccc4)ncnc32)[C@H](O)[C@@H]1O)NCC1CCN(Cc2ccccc2)CC1,18%
CCN(C(=O)c1cn(CC)c(=O)c2cc(OC)c(OC)cc12)c1ccc(C)c(C)c1,3%
CCc1ccc2c(c1)c(=O)c(S(=O)(=O)c1ccc(F)cc1)cn2CC(=O)Nc1ccccc1OC,-18%
Cc1cc2c(cc1S(=O)(=O)CCC(=O)N1CCN(c3ccccc3)CC1)OCC(=O)N2,2%
CCCS(=O)(=O)NC(=O)C1(C)CCCN(C(=O)c2cc(F)cc(F)c2)C1 (configuration not stated),-1%
CCc1nc2ccc(C(=O)N3CCN(S(=O)(=O)CC)CC3)cn2c1N(C=O)CCC(C)C,-9%
NNC(=O)CNC(=O)Nc1n[nH]c(=S)s1,16%
Cc1nn(-c2ccccc2)c2c1cc1c(=O)[nH]c(=O)nc-1n2-c1cccc(C(F)(F)F)c1,1%
Cc1cccnc1C(NC(=O)C1CCN(Cc2ccc(Cl)cc2)CC1)c1ccccc1 (configuration not stated),12%
O=C(NCc1cccc(C(F)(F)F)c1)c1c[nH]c(=O)s1,-2%
COc1ccc(-c2coc3c(C(=O)NCc4cccc(Cl)c4)cccc23)c(C)c1,-21%
Nc1nc(N)c2ncn(C3C=CC(CO)C3)c2n1 (configuration not stated),14%
CC(=O)Nc1cccc(-c2csc(C(C)(NC(C)=O)c3ccccc3)n2)c1 (configuration not stated),8%
Cc1cccc(NC(=O)CCc2c(C)nc3c(c(C)nn3C(C)(C)C)c2C)c1C,-5%
COc1ccc(C(=O)Nc2c(F)c(F)c(F)c(F)c2F)cc1OC,12%
O=C(CN1C(=O)COc2ccc(S(=O)(=O)Nc3ccccc3)cc21)NCc1ccccc1Cl,-5%
COc1ccc(NC(=O)CSc2nnc3c(n2)[nH]c2ccc(S(=O)(=O)N(C)C)cc23)c(OC)c1,12%
CCN(CC)C(=O)C1=C(C)Nc2nc3ccccc3n2C1c1ccc(Br)cc1 (configuration not stated),-8%
CCCCOCCCNC(=O)C[C@@H]1C[C@@]2(C(=O)OC)CCCCC=C2N(Cc2cccc3ccccc23)C1=O,-32%
CCc1ccc(NCc2cc3cc(OC)c(OC)cc3n(CC(=O)Nc3ccc(F)cc3)c2=O)cc1,1%
